# KDM5B inh: Primary screen for KDM5B Histone Demethylases FDH-coupled qHTS | Lysine-specific demethylase 5B (Homo sapiens), Q9UGL1 | Potency, µM (titrated, usually from 57.7 µM), inactives show top-dose activity change, negative = inhibition, usual class: inhibitors | 220,000 compounds, 2.6% hits | AID 1347165, 2019 | KDM5B demethylase, FDH-coupled NADH fluorescence (FDH is formaldehyde dehydrogenase); active = well fitted inhibition curve with a large enough effect; inconclusive = small, poorly fitted or top-dose-only effect; inactive = no such curve, though single readings can be large or run the other way; note: 0% is about no effect; nearly all actives have a fitted effect of over 70% in size
# Target sequence (Q9UGL1 whole entry, looked up): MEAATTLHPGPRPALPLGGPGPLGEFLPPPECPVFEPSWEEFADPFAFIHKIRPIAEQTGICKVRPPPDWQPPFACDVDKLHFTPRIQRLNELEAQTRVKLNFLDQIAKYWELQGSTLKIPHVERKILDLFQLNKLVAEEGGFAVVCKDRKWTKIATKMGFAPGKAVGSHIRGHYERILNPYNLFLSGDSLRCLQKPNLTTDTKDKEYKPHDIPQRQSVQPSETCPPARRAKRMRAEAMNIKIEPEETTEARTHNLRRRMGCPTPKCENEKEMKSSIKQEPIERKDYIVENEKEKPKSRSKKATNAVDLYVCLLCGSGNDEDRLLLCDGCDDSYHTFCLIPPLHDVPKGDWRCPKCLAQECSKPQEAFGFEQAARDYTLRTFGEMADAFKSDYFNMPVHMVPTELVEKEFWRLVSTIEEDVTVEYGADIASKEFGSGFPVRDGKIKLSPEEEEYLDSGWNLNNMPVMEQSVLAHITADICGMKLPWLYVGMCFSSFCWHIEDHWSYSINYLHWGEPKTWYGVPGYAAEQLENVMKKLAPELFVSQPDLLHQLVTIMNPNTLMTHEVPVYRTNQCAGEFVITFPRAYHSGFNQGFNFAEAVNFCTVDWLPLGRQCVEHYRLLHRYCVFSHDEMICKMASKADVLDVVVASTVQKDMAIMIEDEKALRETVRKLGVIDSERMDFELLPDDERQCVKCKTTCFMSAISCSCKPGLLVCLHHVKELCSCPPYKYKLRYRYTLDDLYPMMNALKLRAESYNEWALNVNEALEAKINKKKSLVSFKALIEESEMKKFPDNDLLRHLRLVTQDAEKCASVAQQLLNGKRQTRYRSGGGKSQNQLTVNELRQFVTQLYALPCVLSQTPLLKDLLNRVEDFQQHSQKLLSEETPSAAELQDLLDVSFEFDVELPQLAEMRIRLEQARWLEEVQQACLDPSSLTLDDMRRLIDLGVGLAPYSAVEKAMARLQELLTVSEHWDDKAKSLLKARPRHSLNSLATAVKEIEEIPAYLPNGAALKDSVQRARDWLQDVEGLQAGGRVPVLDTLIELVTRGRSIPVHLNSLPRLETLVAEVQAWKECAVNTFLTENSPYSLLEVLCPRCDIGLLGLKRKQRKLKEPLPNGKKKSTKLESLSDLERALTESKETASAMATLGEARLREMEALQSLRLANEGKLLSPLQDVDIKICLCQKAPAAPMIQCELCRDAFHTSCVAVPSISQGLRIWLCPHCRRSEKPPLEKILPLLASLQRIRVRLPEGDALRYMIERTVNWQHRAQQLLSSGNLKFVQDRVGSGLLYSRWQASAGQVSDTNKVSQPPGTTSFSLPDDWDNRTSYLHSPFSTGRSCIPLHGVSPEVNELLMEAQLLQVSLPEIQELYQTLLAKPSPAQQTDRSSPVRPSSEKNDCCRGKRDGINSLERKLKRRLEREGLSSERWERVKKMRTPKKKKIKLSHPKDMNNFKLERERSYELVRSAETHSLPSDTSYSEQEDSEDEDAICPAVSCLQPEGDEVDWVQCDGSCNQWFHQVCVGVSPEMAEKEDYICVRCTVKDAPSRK
#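 Measured: NADH fluorescence change, 30 min, RT. System: KDM5BΔAP 200 nM final, H3K4me3 peptide, α-KG, Fe(II), ascorbate, NAD⁺ plus FDH, pH 7.5 HEPES. Compounds: titrated, 10 min pre-incubation with enzyme.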
# Numbers without * were called inactive; i = inactive; u = inconclusive; [ ] = another dose, or the depositor's remark. Potency is the fitted concentration of half-maximal effect. The list is partial. The share of hits here may be higher or lower than overall.
SMILES,KDM5B inh
O=C(CN(c1cccc(C(F)(F)F)c1)S(=O)(=O)c1ccccc1)Nc1cccc(Cl)c1,-8%
O=C(O)CCC(CNS(=O)(=O)c1ccc(Cl)s1)C(F)(F)F (stereo not given),19%
COc1ccc(CNC(=O)CSc2c3c(nc4ccc(Cl)cc24)CCCC3)cc1,-9%
CCc1cnc(C)nc1-c1cc(NCc2ccccn2)nc2[nH]ccc12,u
O=C(Cn1ncc2ccsc2c1=O)N1CCN(c2ccc(Cl)cc2)CC1,-22%
CCO[C@H]1C[C@@H](O)C12CCN(C(=O)c1cc(S(N)(=O)=O)ccc1F)CC2,u
CCCCC(=O)Nc1ccc(NC(=O)c2cccc3c(Br)cccc23)cc1OC,-8%
Cc1ccc(C2=N/C(=C\c3ccc(F)cc3)C(=O)N2)cc1,-26%
COc1cccc(NC(=O)CSc2c(C)cnc3c2c(=O)n(C)c(=O)n3C)c1,-26%
CCC(CC)C(=O)Nc1ccc(C(=O)OCc2cc(=O)n3nc(C4CC4)sc3n2)cc1,13%
COc1ccccc1CCNC(=O)c1csc(NC2CC2)n1,-15%
C=CCN(C)C(=O)[C@@H](C)C1CC[C@@]2(C)Cc3sc(Nc4c(Cl)cccc4Cl)nc3[C@@H](C)[C@@H]2[C@H]1O (stereo not given in full),-26%
Cc1ccc(C2NC(=O)N(CC(=O)Nc3cccc(C#N)c3)C3=C2C(=O)OC3)cc1 (stereo not given),10%
COc1cccc(CNC(=O)C2CCCN(S(=O)(=O)c3ccc4c(ccn4C)c3)C2)c1 (stereo not given),u
CN1CCCCCCN(C(=O)c2cccs2)[C@H]2CCC[C@H]2C1=O,-18%
Cc1ccccc1C(=O)NCc1ccc2c(c1)CCN2C(=O)c1ccccc1,7%
CCc1nc2c(c(-c3ccc(Cl)cc3)n1)CCN(C(=O)c1ccccc1F)CC2,-5%
CC1CN(C(=O)N2CCC(C(=O)NCc3cccs3)CC2)c2cc(Cl)ccc2O1 (stereo not given),-1%
CCCCc1ccc(NC(=O)Cn2cnc3c(oc4ccccc43)c2=O)cc1,-5%
Cc1ccc(CNC(=O)N2CCCC(Cc3noc(-c4ccccc4)n3)C2)cc1 (stereo not given),-21%
CCCn1c(=O)c2sccc2n2c(CCCC(=O)Nc3ccc(Oc4ccccc4)cc3)nnc12,-1%
O=C(c1cccc(=O)[nH]1)N1CCCC(c2n[nH]c(=O)n2-c2ccccc2)C1 (stereo not given),-36%
Cc1noc(C)c1CC(=O)N1C[C@@H](CO)[C@H](c2ccccn2)C1,-8%
COc1ccc2c(C)c(CC(=O)NCCN3CCOCC3)c(=O)oc2c1,u
c1cncc(OCc2nc(C3CCNCC3)no2)c1,0%
Cc1[nH]cnc1C(=O)N1CCC2(CC1)NC(=O)CC2C(=O)O (stereo not given),u
Cc1nc(NC(=O)C2CC(=O)N(c3n[nH]c4cc(Br)ccc34)C2)sc1C (stereo not given),u
O=c1oc2ccc(Cl)cc2cc1-c1cn2c(n1)sc1ccccc12,-17%
Nc1cc(Cl)ccc1C(=O)OCC(=O)NCc1cccs1,u
C/C(=N\NC(=O)C1CC1c1ccc(C(C)(C)C)cc1)c1ccc(C(C)C)cc1 (stereo not given),-9%
COc1cccc(CNC(=O)Cn2nc(-c3ccc(Cl)cc3)ccc2=O)c1,u
CCC(C)Nc1ccc2nncn2n1 (stereo not given),28µM*
COc1ccc(OC)c(C2C3=C(CCCC3=O)Nc3nc(SCc4ccccc4F)[nH]c(=O)c32)c1 (stereo not given),11%
COc1cc(CN2CCC3(CC2)Cc2ccccc2CNC3=O)cc(OC)c1,30%[115 µM]
CCCCOC(=O)c1ccc(NC(=O)c2cc3c(=O)n4cccc(C)c4nc3n2C)cc1,u
Cc1nc(-c2ccc(CNC(=O)c3ccc4nc[nH]c4c3)cc2)cs1,-3%
O=C(Nc1ccccc1)c1cc(=O)[nH]c2ccccc12,3%
CCc1nn2c(=O)c(S(=O)(=O)Nc3cccc(F)c3)c(C)nc2s1,11%
O=C(O)c1ccccc1-c1cc2ccccc2oc1=O,u
O=C1Nc2ccccc2CC12CCN2[S+](=O)([O-])c1cccs1 (stereo not given),33%[86.2 µM]
O=S(=O)(c1ccc(Cl)cc1)N1CCOC[C@H](Oc2ccc(C(F)(F)F)cc2)C1,-3%
CCC1=C(C(=O)OC)C(c2ccccc2)N2C(CC(=O)NCCc3cccs3)=CSC2=N1 (stereo not given),-27%
Cc1ccc(-n2cccc2CC(=O)N2CCOCC2)cc1,-20%
OC1(CN2CCN(Cc3cccc(Cl)c3)CC2)CCCNC1 (stereo not given),14%
Cc1cccc(-c2noc([C@@H]3Cc4nc[nH]c4CN3C(=O)c3ccc(F)cc3)n2)c1,-21%[86.2 µM]
CC(C)OCCCNC(=O)Cn1c(-c2cccs2)cc2cc(F)ccc21,u
COc1ccc(-c2cnc(N)nc2-c2ccc(OCc3ccccc3F)cc2O)cc1OC,-2%
COc1ccc(-n2cnnc2SCC(=O)Nc2ccc(C(N)=O)cc2)cc1,15%
Cc1cccc(NC(=O)c2ccc[n+]([O-])c2)n1,-5%
CCOc1ccccc1NC(=O)Cn1c(=O)n(-c2cccc(C)c2)c(=O)c2c1c1cc(OC)ccc1n2C,u
CN(C)C(=O)CN1CCN(C(C(=O)O)c2c[nH]c3ccc(OCc4ccccc4)cc23)CC1 (stereo not given),5%
COc1ccc(CN(C(=O)c2ccc(OCC(C)C)cc2)C2CCS(=O)(=O)C2)cc1 (stereo not given),-2%
CC1=NS(=O)(=O)N(C)C=C1C(=O)OCc1nc(-c2ccc(Br)cc2)no1,u
Cc1sc2nc(CN3CCCCC3)nc(Sc3nnnn3C)c2c1C,-4%
Cc1ccc(/C=N/N=C(c2ccccc2)c2ccccc2)o1,-15%
O=C(CCNc1nc(Cl)nc2nc[nH]c12)NCCc1c[nH]c2ccccc12,u
O=C(CCc1ncc(-c2ccccc2)o1)Nc1nc2ccccc2s1,2%
Cc1ccc(NC(=O)N2CCC(CCNC(=O)CCCc3ccccc3)CC2)cc1F,8%
CC(C)Cn1c(=O)c2ccccc2n2c(CCC(=O)N3CCN(c4ccccc4F)CC3)nnc12,-27%
COc1ccc(NC(=O)c2cc(=O)c3ccccc3o2)cc1,2%

# Structures above with bromine, in the order listed:
SMILES,KDM5B inh
CCCCC(=O)Nc1ccc(NC(=O)c2cccc3c(Br)cccc23)cc1OC,-8%
Cc1nc(NC(=O)C2CC(=O)N(c3n[nH]c4cc(Br)ccc34)C2)sc1C (stereo not given),u
CC1=NS(=O)(=O)N(C)C=C1C(=O)OCc1nc(-c2ccc(Br)cc2)no1,u

# (listing goes on)
SMILES,KDM5B inh
NC(=O)COc1ccccc1OC[C@@H]1CCCN2CCCC[C@H]12,35%[activator]
O=C(NC(=S)NNC(=O)[C@H]1C[C@@H]1c1ccccc1)c1ccc(-c2ccccc2)cc1,-31%
CCOc1ccc(S(=O)(=O)N(CC(=O)NCCc2ccc(OC)c(OC)c2)c2ccccc2)cc1,3%
CCN(Cc1ccccc1)C(=O)c1cc(COc2ccccc2)[nH]n1,8%
COc1ccc(Cl)cc1Nc1nc(N)c(C(=O)c2ccc(C)cc2C)s1,-13%
O=C(CC1C(=O)NCCN1CC(c1ccccc1)c1ccccc1)NCc1ccco1 (stereo not given),u
Cc1oc2ncnc(N3CCCCC3)c2c1C(=O)NCC1CCN(Cc2ccccc2F)CC1,-8%
O=C1CCCCC(C(=O)NCc2cc(F)ccc2F)N1 (stereo not given),3%
COc1cccc(-c2nnc3sc(CN4CCCCC4)cn23)c1,-19%
COC(=O)C1=C(C)OC(=O)C1(NC(=O)c1ccccc1)C(F)(F)F (stereo not given),10%
Cc1nn(-c2ccccc2)c(OC(=O)c2ccc(Br)cc2)c1S(=O)(=O)c1ccccc1,u
CCc1cccc(-n2nnnc2N2CCN(C(=O)CCc3ccccc3)CC2)c1,12%[115 µM]
O=C(NC1CCCC1)c1ccc2c(c1)-c1ccccc1C2,9%
CCN(c1cc(C)cc(C)c1)S(=O)(=O)c1nnc(NC(=O)C(C)(C)C)s1,32%[activator]
CC(C)Cc1nn2c(=O)cc(COC(=O)c3cccc(NC(=O)c4cccs4)c3)nc2s1,-8%
COc1nc(N2CCCC2)nc(-n2nnc(C(C)=O)c2C)n1,18%
Cc1cccc(-n2ncc3c2CCCC3NC(=O)Cc2c(C)noc2C)c1C (stereo not given),8%
Cc1onc(-c2ccccc2Cl)c1C(=O)N1CCN(S(=O)(=O)c2ccc3c(c2)CCC3)CC1,-1%
O=C(C(=O)N1CCN(C(=O)c2cc3ccccc3[nH]2)CC1)N1CCCC1,-1%
COc1ccc(CCc2nc3nccc(-c4ccc(OC)c(OC)c4)n3n2)cc1OC,u
CS(=O)(=O)N1CCC(N2C(=O)C(OCC3CC3)C23CCCCC3)CC1 (stereo not given),3%
COc1cccc(CN2CCCCCCN(C)C(=O)[C@@H]3CCC[C@@H]32)n1,-16%
Cc1[nH]c2ccc(C(=O)NCCCN3CCCCC3)cc2c1C,-30%
c1ccc(-c2cn([C@H]3CO[C@H]4[C@@H]3OC[C@@H]4NCC3CCCCC3)nn2)nc1,13%[86.2 µM]

# A different layout for 4 compounds above.
KDM5B inh	Molecule
3%	O=C1CCCCC(C(=O)NCc2cc(F)ccc2F)N1 (stereo not given)
-19%	COc1cccc(-c2nnc3sc(CN4CCCCC4)cn23)c1
10%	COC(=O)C1=C(C)OC(=O)C1(NC(=O)c1ccccc1)C(F)(F)F (stereo not given)
u	Cc1nn(-c2ccccc2)c(OC(=O)c2ccc(Br)cc2)c1S(=O)(=O)c1ccccc1

# (further entries)
SMILES,KDM5B inh
Cc1ccc(CN(C)C(C)C(=O)N(C)CC(=O)Nc2ccccc2C(F)(F)F)cc1 (stereo not given),-20%
Cc1cc(C)nc(Nc2nc(C)c3cccc(C)c3n2)n1,u
Cc1ccc(NC(=O)c2cc(=O)c3ccc(C)c(C)c3o2)cc1C,9%
O=C(COC(=O)CCN1C(=O)C2CC=CCC2C1=O)Nc1ccc([N+](=O)[O-])cc1 (stereo not given),10%
O=C/C=C/c1cccc([N+](=O)[O-])c1,u
CC(C)(C)c1ccc(C(=O)Nc2ccccc2F)cc1,7%
CCCN(CC1CCOC1)S(=O)(=O)c1ccc(C(C)C)cc1 (stereo not given),4%
CCOc1ccccc1OCCOc1ccc(Cl)c(CC)c1,17%
CCOCCCNC(=O)[C@H]1CCC[C@H]1NC(=O)c1ccc(OC)nc1,4%
COc1cc2c(cc1OC)C(COc1ccccc1OC)N(C(=O)c1ccccc1OC)CC2 (stereo not given),-2%
COc1ccccc1CNC(=O)c1cc(=O)[nH]c2ccccc12,-11%
O/N=C/c1cc(Br)cs1,1%

# Entries listed so far marked active in KDM5B inh.
SMILES,KDM5B inh
CCC(C)Nc1ccc2nncn2n1 (stereo not given),28µM*

# Shown with the structure last: 3 of the compounds above.
KDM5B inh,Molecule
4%,CCOCCCNC(=O)[C@H]1CCC[C@H]1NC(=O)c1ccc(OC)nc1
u,O=C/C=C/c1cccc([N+](=O)[O-])c1
-11%,COc1ccccc1CNC(=O)c1cc(=O)[nH]c2ccccc12

# Following part
SMILES,KDM5B inh
COc1cc(/C=C(\C#N)c2ccccc2)c(Br)cc1OCc1ccccc1Cl,31%[activator]
CCc1ccccc1-n1c(C)nc2cc(C(=O)NCCc3ccc(Cl)cc3)ccc21,-24%
CC(=O)Nc1nc(CC(C)C)cc(-c2ccccc2)c1C#N,-1%
COc1ccc(NCc2cccn2-c2nnc(N3CCOCC3)s2)cc1OC,u
COc1ccc(C(=O)NC2CCN(c3ccc(C)cc3)C2=O)cc1F (stereo not given),27%
CCOC(=O)C(N)c1ccc(Cl)cc1 (stereo not given),19%
CN(C)C(=O)C1CCc2nnc(CNC(=O)Nc3cccnc3)n21 (stereo not given),7%[149 µM]
COc1ccccc1OCC(=O)c1ccc2c(c1)N(CCCC(=O)NCC1CCCO1)C(=O)CO2 (stereo not given),u
CC1S/C(=N/N=C/c2cccc([N+](=O)[O-])c2)NC1=O (stereo not given),9%
O=C1CC(c2noc(COc3ccccc3)n2)CN1C1CCCCC1 (stereo not given),4%
COc1ccc(CC(=O)Nc2ccccc2-c2ccccc2)cc1,0%
Cc1ccc(-c2ccccc2C=O)cc1Cl,-1%[149 µM]
Cc1ccc(-c2cc(C(=O)NCc3c(C)cc(C)[nH]c3=O)c3c(c2)N(C(C)C)CCO3)cc1,25µM*
O=S(=O)(c1cccc(Br)c1)N1CCN(c2ccnc3cc(Cl)ccc23)CC1,u
Cc1ccc(-c2c(C)nn3c(N4CCOCC4)cc(C)nc23)cc1,14%
CC(C)c1noc(C2CCCN(Cc3cc(=O)c4cccc(F)c4[nH]3)C2)n1 (stereo not given),5%
CC(Cl)C(=O)Nc1ccccc1C(N)=O (stereo not given),9%
Cc1cn2nc(C(=O)NCc3ccncc3)cc2c(N2CCSCC2)n1,i
Cc1ccc(NC(=O)CSc2nc3ccccc3n2CC(=O)N(C)C2CCCCC2)cc1C,12%
Cc1ccc(C)c(S(=O)(=O)c2nnn3c2nc(Nc2ccc(C)c(C)c2)c2sccc23)c1,-29%
CC(C)NC(=O)c1ccccc1NC(=O)c1nsc2ccccc12,-16%
Cc1cc(C)c(NC(=O)C(C)n2nnc3sc(-c4ccccc4)cc3c2=O)c(C)c1 (stereo not given),-27%
O=C(COC(=O)Cc1n[nH]c(=O)c2ccccc12)NC(=O)NC1CCCC1,12%
